LMPTP block: LMPTP phosphatase inhibitors, primary screen, biochemical, fluorescence intensity, uHTS. inhibition, % at 20 µM. recombinant LMPTP-A, OMFP fluorogenic substrate. Low molecular weight phosphotyrosine protein phosphatase (Homo sapiens), P24666. actives 0.22% (n = 360,000). AID 651560, 2012;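 active = compounds that cut the enzyme signal by at least half of the control window in the single-dose screen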;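 also: plate controls were DMSO wells with enzyme plus substrate for no effect and substrate without enzyme for full effect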
Target sequence (P24666 whole entry, looked up): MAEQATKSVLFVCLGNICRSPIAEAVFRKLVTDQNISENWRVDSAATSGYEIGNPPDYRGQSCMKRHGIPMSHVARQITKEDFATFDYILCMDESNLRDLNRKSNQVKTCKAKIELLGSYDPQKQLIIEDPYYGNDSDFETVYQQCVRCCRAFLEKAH
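Test system – LMPTP-A phosphatase enzyme · Quantity – 0.625 nM LMPTP-A final · Reagent – OMFP substrate, 400 µM final · Dosing – one test concentration per compound, 20 µM, with 3% DMSO overall · Timing – 50 min enzyme reaction at room temperature, protected from light · Detection – fluorescence intensity · Controls – substrate-only low control, DMSO enzyme-plus-substrate high control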
SUMO1 PPI mod: modulators of SUMO1 protein-protein interactions, primary screen, biochemical, uHTS; actives 0.33% (n = 360,000); SUMO1 binding to a labelled peptide, TR-FRET, 1 h; AID 602429, 2012; Small ubiquitin-related modifier 1 (Homo sapiens), P63165; inhibition, % at 20 µM; in the data active = inhibition above about 37%
STEP block: STEP phosphatase inhibitors, primary screen, biochemical, fluorescence intensity, uHTS. Tyrosine-protein phosphatase non-receptor type 5 (Homo sapiens), P54829. recombinant STEP, OMFP fluorogenic substrate. inhibition, % at 20 µM. actives 0.25% (n = 360,000);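 active = inhibition at 20 µM, scaled per plate between control wells, above about 37%, limit read from the data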;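 also: 0% = DMSO with enzyme and substrate and 100% = substrate only without enzyme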
Target sequence (P54829 whole entry, looked up): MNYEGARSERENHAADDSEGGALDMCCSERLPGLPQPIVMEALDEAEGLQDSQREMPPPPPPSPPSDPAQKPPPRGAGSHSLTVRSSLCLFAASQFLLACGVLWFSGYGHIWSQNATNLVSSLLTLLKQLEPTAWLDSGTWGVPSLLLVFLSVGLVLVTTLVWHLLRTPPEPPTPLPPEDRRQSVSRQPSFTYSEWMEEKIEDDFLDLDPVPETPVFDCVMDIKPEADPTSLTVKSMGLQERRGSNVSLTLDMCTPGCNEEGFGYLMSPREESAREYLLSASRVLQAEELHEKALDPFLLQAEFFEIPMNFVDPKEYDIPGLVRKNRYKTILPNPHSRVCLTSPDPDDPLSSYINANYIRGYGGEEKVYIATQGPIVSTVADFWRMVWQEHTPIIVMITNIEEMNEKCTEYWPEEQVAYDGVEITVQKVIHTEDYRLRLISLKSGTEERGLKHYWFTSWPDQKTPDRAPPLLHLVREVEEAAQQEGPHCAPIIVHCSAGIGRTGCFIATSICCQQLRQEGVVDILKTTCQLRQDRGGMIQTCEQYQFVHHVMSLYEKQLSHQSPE
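Material: STEP (striatal-enriched tyrosine phosphatase) enzyme, cell-free; Compound dosing: 20 µM single dose in 1% DMSO; Technique: fluorescence read at 480 nm ex / 540 nm em; Times: reaction 20 min, ambient temperature; Medium: 50 mM Bis-Tris pH 6.0 with 2.5 mM DTT and 0.005% Tween 20; Also added: OMFP at 25 µM.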
Rpn11 block: Rpn11 (PSMD14) deubiquitinase inhibitors, primary screen, biochemical, fluorescence polarization, uHTS; 26S proteasome non-ATPase regulatory subunit 14 (Homo sapiens), O00487; human 26S proteasome, Ub4-pepOG fluorescence polarization; 20S core pre-blocked with epoxomicin; calls only at 20 µM; actives 0.59% (n = 360,000);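 active = inhibition at 20 µM, scaled to each plate's controls, above about 33%, limit read from the data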
Target sequence (O00487 whole entry, looked up): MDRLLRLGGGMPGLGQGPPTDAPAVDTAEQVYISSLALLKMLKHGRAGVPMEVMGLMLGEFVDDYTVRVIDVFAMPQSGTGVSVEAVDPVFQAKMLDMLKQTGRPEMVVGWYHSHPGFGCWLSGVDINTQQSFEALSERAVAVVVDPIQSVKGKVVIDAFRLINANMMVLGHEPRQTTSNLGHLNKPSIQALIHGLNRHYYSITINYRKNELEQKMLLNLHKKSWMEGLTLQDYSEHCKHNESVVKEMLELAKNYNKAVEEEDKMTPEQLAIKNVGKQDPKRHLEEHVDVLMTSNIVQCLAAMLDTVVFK
CSN deneddyl inh: inhibitors of CSN-mediated cullin deneddylation, primary screen, biochemical, fluorescence polarization, uHTS; COP9 signalosome complex subunit 5 (Homo sapiens), Q92905; Purified CSN, SCF-Nedd8-OG deneddylation; inhibition, % at 12.5 µM; actives 0.38% (n = 360,000); AID 651999, 2013;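 active = pattern-corrected inhibition above about 35%, with an unprinted fluorescence ratio check between 0.5 and 1.5, limit read from the data, passing the limit was not always enough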;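 also: 0% = enzyme with substrate and 100% = substrate without enzyme; some results filed as inactive read as strong as hits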
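Test system: Human Csn5 produced in HEK293T cells | Compound: 12.5 µM single point | Times: 90 min, room temperature | Signal: Fluorescence polarization readout | Read-out basis: % inhibition of substrate cleavage by Csn5 | Controls: no-enzyme wells high, enzyme-with-substrate wells low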
Scp1 inh: Scp-1 phosphatase inhibitors, primary screen, biochemical, colorimetric, uHTS; Carboxy-terminal domain RNA polymerase II polypeptide A small phosphatase 1 (Homo …; Recombinant Scp1, phosphopeptide, malachite green phosphate absorbance; inhibition, % at 20 µM; actives 0.88% (n = 340,000);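 active = inhibition above about 50% at 20 µM, limit read from the data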;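 also: plate controls were DMSO wells with enzyme for no effect and wells lacking enzyme for full effect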
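Material: truncated SCP-1 phosphatase (76-261aa) / Buffer or medium: 50 mM Tris acetate pH 5.5, 0.005% Tween-20, 10 mM MgCl2 / Compound dosing: one concentration, 20 µM, with 1.0% DMSO / Incubation: 45 min room-temperature reaction, 5 min colour, 30 min stabiliser / Detection: colorimetric free-phosphate detection, absorbance 630 nm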
NadD block: inhibitors of S. aureus NadD, primary screen, biochemical, colorimetric, uHTS; actives 0.78% (n = 360,000); purified NadD enzyme, colorimetric absorbance read-out; inhibition, % at 20 µM; in the data active = inhibition above about 26%; also: some compounds past the cut are filed as inactive
Tb MetRS inh: T. brucei MetRS inhibitors, primary screen, biochemical, luminescence; purified T. brucei MetRS, ATP depletion, Kinase-Glo luminescence; inhibition, % at 11.9 µM; actives 0.4% (n = 360,000); AID 624268, 2012;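 active = inhibition above a per-plate cutoff of the control wells' mean inhibition plus 3 SD, cut at about 5.5% in these data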;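 also: 0% = DMSO wells median and 100% = median of wells with control inhibitor compound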
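Dosing: 11.9 µM single point; system: parasite MetRS enzyme; technique: luminescence of leftover ATP; times: 15 min enzyme-compound preincubation, 2 h reaction, 10 min detection, 25 °C; replicates: each compound tested once; read-out basis: percent inhibition relative to median high and low control wells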
DNMT1 inh: human DNMT1 methyltransferase inhibitors, primary screen, biochemical, molecular beacon, fluorescence, HinP1I cleavage, uHTS; DNA (cytosine-5)-methyltransferase 1 (Homo sapiens), P26358; inhibition (reported as % activation of signal), % at 10 µM; actives 0.83% (n = 360,000); AID 588458, 2011; in the data active = inhibition above about 50%
PABP1 MLLE inh: inhibitors of PABP1 MLLE–PAM2 peptide binding, primary screen, biochemical, fluorescence polarization, FITC-PAM2, GST-MLLE. inhibition, % at 20 µM. actives 0.36% (n = 360,000). Polyadenylate-binding protein 1 (Homo sapiens), P11940. AID 588489, 2011; in the data active = inhibition above about 35%, passing the limit was not always enough;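 also: plate controls were DMSO wells with GST-MLLE for no effect and wells lacking GST-MLLE protein for full effect; some results filed as inactive read as strong as hits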
Numbers without * were called inactive; i = inactive; nt = no result given; + = active, no number.

SMILES | LMPTP block | SUMO1 PPI mod | STEP block | Rpn11 block | CSN deneddyl inh | Scp1 inh | NadD block | Tb MetRS inh | DNMT1 inh | PABP1 MLLE inh
Cn1cccc1/C=C1\SC(=Nc2ccccc2)NC1=O | 0.9 | -8 | 0 | i | 1 | 5 | -5 | 0.0 | -4 | -36
COc1cccc(C(c2ccccc2)N2C3CCC2CN(S(=O)(=O)c2ccc(F)cc2)CC3)c1 (stereo not drawn) | 2.1 | 2 | 1 | i | 1 | 3 | 16 | -0.3 | 3 | 0
O=C(c1cc(S(=O)(=O)N2CCCCC2)ccc1N1CCOCC1)N1CCN(Cc2ccccc2)CC1 | -1.1 | -3 | -3 | i | -2 | -1 | -1 | -0.9 | 0 | -1
CN1C(=O)c2oc3ccccc3c(=O)c2C1c1ccncc1 (stereo not drawn) | 0.2 | -1 | -2 | i | 5 | -4 | 1 | -1.7 | 5 | 32
CCN1C(=O)c2ccccc2Sc2ccc(C(=O)NCCN3CCOCC3)cc21 | -0.5 | 0 | 2 | i | 3 | -13 | -3 | 0.1 | -1 | -6
COC(=O)c1ccn(Cc2ccccc2Cl)n1 | -1.3 | -3 | 3 | i | -8 | -4 | 1 | 0.1 | 1 | -15
O=C(CCC(=O)N1CCOCC1)NCc1cccc(C(F)(F)F)c1 | -0.3 | -4 | 0 | i | -4 | -6 | 2 | 0.1 | 7 | -9
Cc1ccc(NC(=O)COC(=O)CSC(=S)N2CCOCC2)cc1C | 0.1 | 1 | 0 | i | 1 | -6 | -8 | -0.6 | -1 | 8
COC(=O)c1[nH]c2ccc(C)cc2c1NC(=O)C1=COCCO1 | -2.2 | 7 | 0 | i | 0 | -6 | 3 | -1.4 | 0 | 14
O=C(Nc1cccs1)Nc1c(F)cc(F)cc1Br | -0.5 | -1 | -1 | i | -1 | -5 | -5 | -1.1 | -4 | 23
C=C(C)CNC(=O)c1ccc(OC2CCN(S(=O)(=O)N(C)C)CC2)cc1 | 1.4 | -1 | -2 | i | 4 | -9 | -2 | -0.7 | -5 | -14
Cc1cn(Cc2ccccc2)c(=O)[nH]c1=O | -1.9 | -5 | 1 | i | -2 | 6 | 9 | -0.2 | 7 | -5
Cc1cc(-c2csc(NC(=O)c3ccc(=O)n(C)n3)n2)c(C)n1CC1CCCO1 (stereo not drawn) | 3.8 | 7 | 0 | i | 4 | 3 | 18 | 1.2 | -27 | 14
COC(=O)Cc1ccc(NC(=S)NCc2ccc(F)cc2)cc1 | -0.1 | -2 | 0 | i | -3 | -4 | 2 | -0.4 | -5 | -23
Cc1cc(CNC[C@H]2O[C@@H](n3ccc(N)nc3=O)[C@H](O)[C@@H]2O)no1 | -2.1 | 3 | 2 | i | 0 | nt | 1 | -0.8 | 4 | -2
CC(=O)N1Cc2cc(C(=O)NCC(F)(F)F)nc(-c3cccc(-c4cccnc4)c3)c2[C@H]1CCO | -0.3 | 5 | nt | nt | -2 | nt | -2 | -0.7 | nt | nt
O=c1[nH]c(Cc2cccs2)nc2scc(-c3ccc(Cl)cc3)c12 | -0.4 | -2 | 0 | i | -3 | -6 | -2 | -0.3 | -1 | -1
O=C(N/N=C/c1ccncc1)c1ccc(NC(=O)c2ccc(Cl)cc2)cc1 | 11 | -1 | 21 | + | 12 | 64* | 0 | 0.6 | 1 | 5
O=C(c1cccc(NS(=O)(=O)c2cccc(F)c2)c1)N1CCCC1 | -0.8 | 4 | -2 | i | 4 | -5 | -4 | -0.1 | 0 | -6
Cc1ccc(NC(=S)Nc2cc(C(=O)O)ccc2N2CC3CC(C2)c2cccc(=O)n2C3)cc1C (stereo not drawn) | 1.3 | 4 | 2 | i | -2 | 17 | 2 | -1.2 | 6 | 22
COc1cccc(C(=O)Nc2nnc(CCS(=O)(=O)c3ccc(C)cc3)s2)c1 | 1.1 | 5 | -2 | i | -3 | -2 | -5 | -0.5 | 1 | 5
CNc1ncc(C(=O)c2ccc(Br)cc2)s1 | 2.2 | -22 | 0 | i | -1 | -5 | -5 | 0.3 | -1 | -6
Cc1cc(NC(=O)NC(C(F)(F)F)C(F)(F)F)no1 | -0.4 | 3 | -3 | i | -8 | -1 | -14 | -0.5 | 4 | 1
Cc1ccc(NC(=O)CSc2n[nH]c(-c3ccco3)n2)c(C)c1 | -0.4 | 7 | -2 | i | 0 | 6 | -2 | 0.3 | 0 | 6
COc1ccc(-c2cnc3c(NC=O)cc(-c4cccc(NS(C)(=O)=O)c4)cn23)cc1OC | 0.9 | -16 | -1 | i | 6 | nt | -7 | 0.0 | -9 | -15

Look-ups from the list:
Result for O=c1[nH]c(Cc2cccs2)nc2scc(-c3ccc(Cl)cc3)c12 in CSN deneddyl inh: -3
Result for Cn1cccc1/C=C1\SC(=Nc2ccccc2)NC1=O in PABP1 MLLE inh: -36
Result for COC(=O)c1ccn(Cc2ccccc2Cl)n1 in LMPTP block: -1.3

(more compounds)
SMILES | LMPTP block | SUMO1 PPI mod | STEP block | Rpn11 block | CSN deneddyl inh | Scp1 inh | NadD block | Tb MetRS inh | DNMT1 inh | PABP1 MLLE inh
CCOc1ccc(NC(=O)Nc2ccc(NC(C)=O)cc2)cc1 | -2.4 | 0 | 4 | i | 5 | -8 | 0 | -0.6 | 0 | 10
Cc1ccccc1NC(=O)COC(=O)C1(C)CC1(Cl)Cl (stereo not drawn) | 1.4 | 1 | -1 | i | 1 | 0 | -3 | -0.7 | 1 | 3
O=c1c2cc(N3CCOCC3)ccc2[nH]c(=S)n1Cc1ccco1 | 1.8 | 19 | 4 | i | 22 | 9 | 14 | -0.4 | 13 | 5
O=C(CCN1C(=O)COc2ccccc21)NCCN1CCN(c2cccc(Cl)c2)CC1 | -0.2 | 6 | 0 | i | 0 | -6 | -7 | -0.5 | -3 | -6
N#CCCN(Cc1cccnc1)C(=O)c1ccc(S(=O)(=O)N2CCOCC2)cc1 | 0.6 | -4 | 0 | i | 0 | 1 | -1 | -0.1 | 4 | 14
Cc1nn(-c2ccccc2)c(Cl)c1/C=N\NC(=O)c1cncc(Br)c1 | -1.5 | 3 | 3 | i | -3 | -4 | -5 | 0.0 | 3 | -1
O=C(NCCc1ccc(Cl)cc1)c1ccc(OCC2CCCO2)cc1 (stereo not drawn) | -0.6 | -2 | 0 | i | -1 | -3 | 0 | -0.5 | 3 | -27
COc1cccc(C(=O)Nc2ccc3[nH]ncc3c2)c1OC | -0.9 | 9 | 1 | i | -4 | -7 | 1 | -0.2 | -2 | 22
O=C(NCc1cccc(Cl)c1)c1ccc2ccccc2n1 | 0.2 | -6 | 1 | i | -3 | -6 | -4 | 0.2 | -1 | -6
Nc1cc(N)cc(C(=O)Nc2ccc3c(c2)C(=O)NC3=O)c1 | -10 | -16 | 0 | i | 1 | -13 | -2 | -0.2 | -6 | 9
Nc1ccc(Cl)c(-c2nc3ncccc3o2)c1 | -0.5 | 20 | 3 | i | -3 | 10 | 4 | -0.3 | -4 | -8
CC(=O)c1ccc(NS(=O)(=O)c2cc(-c3cnc(C4CC4)o3)ccc2C)cc1 | 4.6 | 2 | 11 | i | 2 | 3 | -5 | -0.8 | 5 | -15
Cc1ccc(S(=O)(=O)n2cnc(C)c2)cc1 | -2.4 | 4 | -1 | i | -1 | 5 | 0 | -1.8 | 4 | 2
COc1cccc(CC(=O)OCC(=O)NC2(C#N)CCCC2)c1 | -0.2 | 3 | -1 | i | 3 | -2 | 6 | -0.4 | 4 | -27
O=C(CNC(=O)c1ccc(Cl)cc1)OCC(=O)c1ccccc1 | -0.5 | -2 | 1 | i | -3 | -5 | 1 | 0.5 | 2 | 1
CC(CC(=O)N1CCN(S(=O)(=O)c2ccc(Cl)cc2)CC1)n1cncn1 (stereo not drawn) | -1.5 | 1 | 0 | i | -1 | -10 | -4 | -0.2 | 1 | 5
CCCc1cc(C(=O)N2CCN(C(c3ccccc3)c3ccccc3)CC2)no1 | 2.5 | 4 | 1 | i | 1 | -3 | 4 | -0.7 | 2 | 9
CC(C)C(=O)Nc1ccc(Oc2ccc3c(c2)C(=O)NC3=O)cc1 | -8.7 | -18 | -1 | i | 0 | -7 | 4 | -0.8 | -4 | 10
CC1(C)OCC(COC(=O)Nc2cccnc2)([N+](=O)[O-])CO1 | -0.5 | 1 | 5 | i | 4 | -5 | -3 | -0.4 | 4 | 5
CCN1CCC(N2CCN(c3ccc(F)cc3)CC2)CC1 | -3.4 | 1 | -2 | i | -2 | -3 | -3 | -0.1 | 3 | -11
CC(=O)Nc1ccc(S(=O)(=O)NCCc2csc(-c3cccnc3)n2)cc1 | -1.4 | -4 | -2 | i | -1 | 4 | 1 | 0.2 | 0 | 5
CC(=O)Nc1ccc(NC(=O)COC(=O)c2cc(S(=O)(=O)N3CCCC3)ccc2O)cc1 | -4.0 | 0 | -1 | i | 4 | -7 | 1 | -0.3 | 1 | 8
Cc1ccc(S(=O)(=O)N2CCC(C(=O)OCC(=O)N(C)C3CCS(=O)(=O)C3)CC2)cc1C (stereo not drawn) | -0.4 | 0 | 1 | i | -6 | 4 | -6 | -0.6 | 1 | -11
O=C(Nc1ccc(Cl)cc1)Nc1ccccc1NS(=O)(=O)c1cccs1 | 1.7 | 3 | -4 | i | -4 | -7 | 0 | 1.8 | -6 | -14
Cc1ccnc(NC(=S)N2CCN(c3cccc(C(F)(F)F)c3)CC2)c1 | 0.3 | 1 | 2 | i | -1 | 1 | -1 | -0.4 | 0 | -53

Screening data from PubChem.
